KB-V1 cytotox: KB-V1 MDR subline cytotoxicity; KB-V1 MDR cells viability, CellTiter-Glo, 72 h; Potency, µM (titrated, usually from 46.1 µM), inactives show at the highest dose activity change, negative = cytotoxicity, actives largely listed as cytotoxic; 3.4% of 400,000 active; AID 1347076; further: potency means the concentration at half of the fitted maximal effect; on the % scale 0 is the no-effect control and ±100 the full control effect; nearly all actives have a fitted effect of over 60% in size
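Potencies derive from concentration-effect curves fitted to normalized luminescence (CellTiter-Glo) of KB-V1 cells treated for 72 h at 37 degrees C in phenol-red-free DMEM containing 10% FBS.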
SW480 rereplic: induces DNA re-replication in SW480 colon adenocarcinoma cells | SW480 DNA re-replication, Hoechst DNA content imaging, 48 h | Potency, µM (series often up to 46.1 µM), inactives show at the top dose re-replication activation, actives largely listed as activators | 1.8% of 340,000 active; further: potency means the concentration at half of the fitted maximal effect; % of control where 0% means no effect; nearly all actives have a fitted effect of over 55% in size
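Per well, 250 cells were exposed to pinned compound for 48 hr. Nuclear DNA was visualised with Hoechst (40 min, 37 C) and total object intensity recorded by fluorescence scanning.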
ATXN2 expr inh: reduces ATXN2 reporter expression in HEK-293 cells; HEK-293 ATXN2-luciferase reporter, luminescence, 24 h; AID 1745845; 0.72% of 360,000 active; Potency, µM (top dose mostly 57 µM), for inactives: at the top dose activity change, negative = inhibition, hits mostly inhibitors; further: potency means the concentration at half of the fitted maximal effect; on the % scale 0 is the no-effect control and ±100 the full control effect; nearly all actives have a fitted effect of over 55% in size
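qHTS (up to 57 uM final) was run with 24 h compound exposure of reporter cells at 37 °C. Each well was multiplexed: SteadyGlo luminescence measured ATXN2-luciferase expression after a fluorogenic Gly-Phe-AFC viability readout (25 uM final).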
WRN inhibitor: WRN helicase (human) inhibition; Q14191; WRN helicase unwinding, fluorescent forked duplex, kinetic; Potency, µM (titrated, usually from 114 µM), for inactives: top-dose activity change, negative = inhibition, most hits filed as inhibitors; 0.46% of 360,000 active; AID 651768; further: potency means the concentration at half of the fitted maximal effect; on the % scale 0 is the no-effect control and ±100 the full control effect; nearly all actives have a fitted effect of over 55% in size
Target sequence (Q14191 whole entry, looked up): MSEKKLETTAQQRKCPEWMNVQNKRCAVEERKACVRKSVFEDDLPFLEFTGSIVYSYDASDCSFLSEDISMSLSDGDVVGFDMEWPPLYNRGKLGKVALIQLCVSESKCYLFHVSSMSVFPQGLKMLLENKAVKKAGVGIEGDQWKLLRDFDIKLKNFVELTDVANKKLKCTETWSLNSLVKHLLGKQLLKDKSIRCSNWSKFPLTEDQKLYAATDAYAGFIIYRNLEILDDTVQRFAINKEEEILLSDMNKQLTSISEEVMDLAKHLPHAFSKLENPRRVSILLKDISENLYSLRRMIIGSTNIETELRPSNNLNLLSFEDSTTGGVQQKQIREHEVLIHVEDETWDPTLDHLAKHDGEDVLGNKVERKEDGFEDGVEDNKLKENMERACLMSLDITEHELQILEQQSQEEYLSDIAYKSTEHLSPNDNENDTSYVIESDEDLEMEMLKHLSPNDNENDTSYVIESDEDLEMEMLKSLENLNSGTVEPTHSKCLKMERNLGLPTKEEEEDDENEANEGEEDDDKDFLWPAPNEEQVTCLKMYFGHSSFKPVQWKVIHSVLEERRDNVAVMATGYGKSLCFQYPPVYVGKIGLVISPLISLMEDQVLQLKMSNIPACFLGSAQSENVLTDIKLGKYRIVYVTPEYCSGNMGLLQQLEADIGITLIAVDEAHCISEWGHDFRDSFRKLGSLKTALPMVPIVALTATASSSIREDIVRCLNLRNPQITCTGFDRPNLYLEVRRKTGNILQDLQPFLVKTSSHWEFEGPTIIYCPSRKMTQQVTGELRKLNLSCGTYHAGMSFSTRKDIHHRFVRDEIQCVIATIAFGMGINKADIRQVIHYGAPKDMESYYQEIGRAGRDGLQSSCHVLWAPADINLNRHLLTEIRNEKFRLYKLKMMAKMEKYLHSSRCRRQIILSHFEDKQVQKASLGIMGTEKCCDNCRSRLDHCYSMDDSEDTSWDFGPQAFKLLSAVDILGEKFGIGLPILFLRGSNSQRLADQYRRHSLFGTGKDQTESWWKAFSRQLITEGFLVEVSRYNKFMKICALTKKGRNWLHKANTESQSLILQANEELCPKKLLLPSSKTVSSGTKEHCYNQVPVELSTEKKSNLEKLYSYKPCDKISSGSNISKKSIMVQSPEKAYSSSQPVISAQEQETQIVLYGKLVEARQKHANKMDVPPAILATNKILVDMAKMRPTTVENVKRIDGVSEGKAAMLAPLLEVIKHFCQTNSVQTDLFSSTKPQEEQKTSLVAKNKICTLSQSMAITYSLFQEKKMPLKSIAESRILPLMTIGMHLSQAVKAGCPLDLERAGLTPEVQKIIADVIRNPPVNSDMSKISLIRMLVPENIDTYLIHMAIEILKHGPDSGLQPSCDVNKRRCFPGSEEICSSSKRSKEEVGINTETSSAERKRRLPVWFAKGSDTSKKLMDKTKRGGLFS
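Kinetic fluorescence helicase assay: unwinding of a quenched forked DNA duplex (100 nM final) with 2 mM ATP final raises red fluorescence (525/598 nm). Compounds sat 15 min at room temperature with 20 nM WRN beforehand.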
HT1080 IDH1KD tx: toxicity to HT-1080 IDH1 knockdown cells (counter line); HT-1080 IDH1 knockdown viability, ATP luminescence, 48 h; Potency, µM (highest dose often 46.1 µM), for inactives: top-dose activity, negative = toxicity, usual class: cytotoxic; 2% of 360,000 active; AID 686971;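 further: potency means the concentration at half of the fitted maximal effect; 0% = DMSO wells and -100% = cell-free medium wells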
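In this qHTS, HT-1080 cells depleted of IDH1 are exposed for 48 h at 37 °C to compound titrations. Toxicity is scored from CellTiter-Glo luminescence, with DMSO as full viability and medium alone as none.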
IL1B secr inh: inhibitors of inflammasome signaling (IL-1 beta secretion); activity change, % at 57.5 µM; THP-1 LPS/ATP IL-1B secretion, AlphaLISA, 16 h; hits give low values; 4.7% of 360,000 active; in the data active means activity change below about -50%; inconclusive means mostly about -30% to -49%; further: on the % scale 0 is the no-effect control and ±100 the full control effect
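THP-1 cells pretreated 1 hr with compounds (up to 57.5 uM final), then stimulated with LPS (250 ng/mL final) plus ATP (1.25 mM final); secreted IL-1B measured by AlphaLISA after 16 hr, decreased signal indicating inhibition.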
HT1080NT lethal: kills 2HG-producing HT-1080-NT fibrosarcoma cells | HT-1080-NT fibrosarcoma viability, CellTiter-Glo ATP luminescence, 48 h | 1.6% of 360,000 active | Potency, µM (series often up to 46.1 µM), for inactives: top-dose activity, negative = less viability, most hits filed as cytotoxic | AID 686970;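 further: NT is the 2HG producing partner of a matched IDH1 knockdown line; potency means the concentration at half of the fitted maximal effect; 0% = DMSO-treated cells and -100% = media-only wells without cells; nearly all actives have a fitted effect of over 55% in size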
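Fibrosarcoma NT cells, 750 per well in 5% FBS RPMI, were exposed to compound for 48 hours. Viability: CellTiter-Glo luminescence.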
KB-3-1 tox: KB-3-1 parental cell cytotoxicity; 1.4% of 400,000 active; Potency, µM (top dose mostly 46.1 µM), for inactives: top-dose activity change, negative = cytotoxic, most hits filed as cytotoxic; KB-3-1 viability, CellTiter-Glo ATP luminescence, 72 h; further: potency means the concentration at half of the fitted maximal effect; on the % scale 0 is the no-effect control and ±100 the full control effect; nearly all actives have a fitted effect of over 60% in size
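KB-3-1 parental drug-naive adenocarcinoma cells in DMEM/10% FBS, incubated 72 h at 37 C with pin-transferred compounds across a concentration series. Viability by CellTiter-Glo luminescence; concentration-response curves fitted after normalization.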
MCF10A rerep: DNA re-replication induction in MCF 10a cells; MCF 10A DNA re-replication, Hoechst nuclear intensity, 48 h; 2.9% of 350,000 active; Potency, µM (top dose mostly 46.1 µM), without a hit: at the highest dose activity, positive = re-replication, most hits filed as activators; further: potency means the concentration at half of the fitted maximal effect; % of control where 0% means no effect; nearly all actives have a fitted effect of over 50% in size
Numbers without * were called inactive; [ ] = dose if it differs, or a comment. Unless noted, the call rests on the fitted dose curve; in most records, active means well fitted curve in the direction sought with a large enough effect; inconclusive means small, poorly fitted or top-dose-only effect, or another doubt; inactive means no such curve, though single readings can be large; an effect the other way counts as inactive or inconclusive.

How did C=CCn1c(SCC(=O)NC2CCCCC2)nnc1C(C)NC(=O)c1cccs1 (stereo not drawn) do in these assays?
KB-V1 cytotox: 5%; SW480 rereplic: -15%; ATXN2 expr inh: 9%; WRN inhibitor: 2%; HT1080 IDH1KD tx: 3%; IL1B secr inh: 11; HT1080NT lethal: 7%; KB-3-1 tox: -6%; MCF10A rerep: 2%

What do the screens show for `O=S(=O)(NCCNS(=O)(=O)c1ccc(F)cc1)c1ccc(F)cc1`?
KB-V1 cytotox: -1%; SW480 rereplic: -10%; ATXN2 expr inh: -3%; WRN inhibitor: 4%; HT1080 IDH1KD tx: -5%; IL1B secr inh: 9; HT1080NT lethal: 5%; KB-3-1 tox: -5%; MCF10A rerep: 0%

What do the screens show for `COc1ccc(OC(C)C(=O)Nc2ccc([N+](=O)[O-])cc2)cc1` (stereo not drawn)?
KB-V1 cytotox: inconclusive; SW480 rereplic: -8%; ATXN2 expr inh: -23%; WRN inhibitor: -1%; HT1080 IDH1KD tx: -22%; IL1B secr inh: 0; HT1080NT lethal: -18%; KB-3-1 tox: 16%; MCF10A rerep: 0%

Results for CCOc1ccc2nc(NCCNC(=S)NCCCN(C)C)c(C#N)cc2c1 ?
KB-V1 cytotox: 23%; SW480 rereplic: 16µM*; ATXN2 expr inh: inconclusive; WRN inhibitor: -8%; HT1080 IDH1KD tx: inconclusive; HT1080NT lethal: -24%; KB-3-1 tox: 0%; MCF10A rerep: 12µM*

What do the screens show for `Cn1c(=O)n(C)c2cc(S(=O)(=O)Nc3ccc(F)cc3)ccc21`?
KB-V1 cytotox: -11%; SW480 rereplic: inconclusive; ATXN2 expr inh: 6%; WRN inhibitor: -10%; HT1080 IDH1KD tx: -16%; IL1B secr inh: 23; HT1080NT lethal: -21%; KB-3-1 tox: -19%; MCF10A rerep: inconclusive

Results for COc1ccc(NS(=O)(=O)c2cc(NC(=O)/C=C/c3cccs3)ccc2N2CCOCC2)cc1 ?
KB-V1 cytotox: inconclusive; SW480 rereplic: 15%; ATXN2 expr inh: -12%; WRN inhibitor: -12%; HT1080 IDH1KD tx: -15%; IL1B secr inh: 0; HT1080NT lethal: -5%; KB-3-1 tox: 2%; MCF10A rerep: 6%

How did CC(=O)Nc1ccc(S(=O)(=O)N2CCC(n3cnc4cc(F)ccc43)CC2)cc1 do in these assays?
KB-V1 cytotox: -4%; SW480 rereplic: -8%; ATXN2 expr inh: -2%; WRN inhibitor: -5%; HT1080 IDH1KD tx: 3%; IL1B secr inh: -3; HT1080NT lethal: -14%; KB-3-1 tox: -5%; MCF10A rerep: -1%

What do the screens show for `Cc1cc(N(C)C)nc(SC(C)C)n1`?
KB-V1 cytotox: 4%; SW480 rereplic: 0%; ATXN2 expr inh: 2%; WRN inhibitor: 14%; HT1080 IDH1KD tx: 9%; IL1B secr inh: 10; HT1080NT lethal: 4%; KB-3-1 tox: 13%; MCF10A rerep: -6%

How did Cc1cccc(-n2ncc3c(N4CCCc5ccccc54)ncnc32)c1 do in these assays?
KB-V1 cytotox: 8.2µM*; SW480 rereplic: 21µM*; ATXN2 expr inh: 51%[activator]; WRN inhibitor: -9%; HT1080 IDH1KD tx: inconclusive; IL1B secr inh: 13; HT1080NT lethal: inconclusive; KB-3-1 tox: inconclusive; MCF10A rerep: 12µM*

Results for CCSc1nnc(Nc2ccccc2)s1 ?
KB-V1 cytotox: 9%; SW480 rereplic: -3%; ATXN2 expr inh: 57%[activator]; WRN inhibitor: -8%; HT1080 IDH1KD tx: 18%; IL1B secr inh: -1; HT1080NT lethal: 14%; KB-3-1 tox: 19%; MCF10A rerep: 1%

What do the screens show for `O=C(CCCCCN1C(=O)c2ccccc2C1=O)Nc1ccc(S(=O)(=O)N2CCCCC2)cc1`?
KB-V1 cytotox: inconclusive; SW480 rereplic: 20%; ATXN2 expr inh: -15%; WRN inhibitor: 0%; HT1080 IDH1KD tx: -10%; IL1B secr inh: -11; HT1080NT lethal: 2%; KB-3-1 tox: -7%; MCF10A rerep: 3%

What do the screens show for `COc1ccc(CCNC(=O)c2ccc(CNc3nc(=S)[nH]c4ccccc34)cc2)cc1OC`?
KB-V1 cytotox: -9%; SW480 rereplic: -1%; ATXN2 expr inh: -24%; WRN inhibitor: -3%; HT1080 IDH1KD tx: -13%; IL1B secr inh: 6; HT1080NT lethal: -15%; KB-3-1 tox: 10%; MCF10A rerep: 11%

How did O=C(NCc1ccccn1)C(=O)NCC(c1ccco1)N1CCN(c2ccc(F)cc2)CC1 (stereo not drawn) do in these assays?
KB-V1 cytotox: inconclusive; SW480 rereplic: 2%; ATXN2 expr inh: -10%; WRN inhibitor: 4%; HT1080 IDH1KD tx: 0%; IL1B secr inh: 40; HT1080NT lethal: 0%; KB-3-1 tox: -8%; MCF10A rerep: 2%

How did COc1ccc(C(=O)NNC(=O)C(C)NC(=O)c2ccccc2NC(=O)c2ccco2)cc1 (stereo not drawn) do in these assays?
KB-V1 cytotox: -8%; SW480 rereplic: -1%; WRN inhibitor: -3%; HT1080 IDH1KD tx: 3%; IL1B secr inh: -13; HT1080NT lethal: 0%; KB-3-1 tox: -8%; MCF10A rerep: 1%

Results for O=C(CCc1ccccc1)NNc1cc(N2CCCCC2)nc(N2CCCCC2)n1 ?
KB-V1 cytotox: -24%; SW480 rereplic: -1%; ATXN2 expr inh: -27%; WRN inhibitor: 2%; HT1080 IDH1KD tx: 2%; IL1B secr inh: -6; HT1080NT lethal: -5%; KB-3-1 tox: -5%; MCF10A rerep: 0%

Brought forward from above: 2 entries, followed by the next part.
How did COc1ccc(C(=O)NNC(=O)C(C)NC(=O)c2ccccc2NC(=O)c2ccco2)cc1 (stereo not drawn) do in these assays?
KB-V1 cytotox: -8%; SW480 rereplic: -1%; WRN inhibitor: -3%; HT1080 IDH1KD tx: 3%; IL1B secr inh: -13; HT1080NT lethal: 0%; KB-3-1 tox: -8%; MCF10A rerep: 1%

Results for O=C(CCc1ccccc1)NNc1cc(N2CCCCC2)nc(N2CCCCC2)n1 ?
KB-V1 cytotox: -24%; SW480 rereplic: -1%; ATXN2 expr inh: -27%; WRN inhibitor: 2%; HT1080 IDH1KD tx: 2%; IL1B secr inh: -6; HT1080NT lethal: -5%; KB-3-1 tox: -5%; MCF10A rerep: 0%

What do the screens show for `CC(=O)Nc1ccc2c3c(ccc([N+](=O)[O-])c13)CC2`?
KB-V1 cytotox: 27%; WRN inhibitor: 20%; HT1080 IDH1KD tx: 0%; IL1B secr inh: 18; HT1080NT lethal: -3%; KB-3-1 tox: -5%

What do the screens show for `COc1ccc(CCNCC(=O)Nc2ccc(C)c(S(=O)(=O)N(C)C)c2)cc1OC`?
KB-V1 cytotox: -23%; SW480 rereplic: 0%; ATXN2 expr inh: -22%; WRN inhibitor: -4%; HT1080 IDH1KD tx: 0%; IL1B secr inh: 7; HT1080NT lethal: -2%; KB-3-1 tox: 4%; MCF10A rerep: 5%

What do the screens show for `Cc1ccccc1OCC(=O)NC(=S)Nc1cccc2cc(O)ccc12`?
KB-V1 cytotox: 18%; SW480 rereplic: 24%; ATXN2 expr inh: -36%; WRN inhibitor: -6%; HT1080 IDH1KD tx: 12%; IL1B secr inh: -12; HT1080NT lethal: 4%; KB-3-1 tox: 10%; MCF10A rerep: inconclusive

How did Cc1cccc(-n2c(C)cc(/C=N/n3cnnc3)c2C)c1 do in these assays?
KB-V1 cytotox: 18µM*; SW480 rereplic: 8%; ATXN2 expr inh: 4%; WRN inhibitor: -3%[57.1 µM]; HT1080 IDH1KD tx: -10%; IL1B secr inh: -12; HT1080NT lethal: -13%; KB-3-1 tox: inconclusive; MCF10A rerep: inconclusive

Results for COc1ccc(OC)c(NC(=O)Nc2ccccc2C)c1 ?
KB-V1 cytotox: -1%; SW480 rereplic: -9%; ATXN2 expr inh: -7%; WRN inhibitor: -7%; HT1080 IDH1KD tx: 20%; IL1B secr inh: -18; HT1080NT lethal: 24%; KB-3-1 tox: 7%; MCF10A rerep: inconclusive

What do the screens show for `N#CCCCSc1ncccc1-c1nc2ccccc2[nH]1`?
KB-V1 cytotox: 13µM*; SW480 rereplic: -8%; ATXN2 expr inh: 14%; WRN inhibitor: -6%; HT1080 IDH1KD tx: 3%; IL1B secr inh: -19; HT1080NT lethal: 10%; KB-3-1 tox: 30%; MCF10A rerep: 0%

What do the screens show for `COc1cc(Cl)c(C)cc1NC(=O)Cc1ccc(OC)c(OC)c1`?
KB-V1 cytotox: inconclusive; SW480 rereplic: 1%; ATXN2 expr inh: -32%; WRN inhibitor: 0%[57.1 µM]; HT1080 IDH1KD tx: -12%; IL1B secr inh: -21; HT1080NT lethal: -19%; KB-3-1 tox: -19%; MCF10A rerep: -4%

How did CC(C)(/C=N/NC(=O)CSCc1ccccc1Cl)CCC#N do in these assays?
KB-V1 cytotox: 30%; SW480 rereplic: 1%; ATXN2 expr inh: -4%; WRN inhibitor: -12%; HT1080 IDH1KD tx: 12%; IL1B secr inh: 25; HT1080NT lethal: 6%; KB-3-1 tox: -2%; MCF10A rerep: -2%

How did O=C(/C=C/c1ccc(F)cc1)NCCCn1ccnc1 do in these assays?
KB-V1 cytotox: 0%; SW480 rereplic: 2%; ATXN2 expr inh: 8%; WRN inhibitor: 5%; HT1080 IDH1KD tx: 1%; IL1B secr inh: 33; HT1080NT lethal: 2%; KB-3-1 tox: 0%; MCF10A rerep: inconclusive

Results for O=C(COC(=O)c1cc(-c2cccnc2)nc2ccccc12)Nc1ccc(F)cc1F ?
KB-V1 cytotox: -3%; SW480 rereplic: 1%; ATXN2 expr inh: -8%; WRN inhibitor: 2%; HT1080 IDH1KD tx: -1%; IL1B secr inh: 52; HT1080NT lethal: 0%; KB-3-1 tox: 16%; MCF10A rerep: 2%

Bioassay records deposited in PubChem by National Center for Advancing Translational Sciences (NCATS).
